From PubChem
Autophagy HCS: autophagy modulators in MEF cells, primary screen, imaging, high-content, MEF GFP-LC3; MEF GFP-LC3 puncta imaging; test concentration mostly 10 µM; calls only at 10 µM (by protocol); hit rate 0.98% among 190,000; AID 463193, 2010;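 active = percentage of spot-positive cells more than 3 SD above its plate mean, without a fluorescence outlier flag or 80% toxicity; inconclusive = no clear call, values can overlap the other calls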;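 note: spot-positive cell cutoff set from DMSO-treated cells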
West Nile antiviral: West Nile virus antiviral activity, cell-based, CPE readout (AID 1621). West Nile virus-infected cells, CPE inhibition; higher % means a stronger effect. CPE inhibition, % at 10 µM, or IC50 in µM where a hit was titrated. hit rate 0.02% among 290,000; in the data active = a potency from the dose series; inconclusive = CPE inhibition mostly from about 3.7% at the one dose, without a potency; inactive = the rest, 99 in 100 with CPE inhibition below about 2.2%; note: strong numbers were not always called active
Lipid droplet: inhibitors of hepatocyte lipid droplet formation, primary screen, imaging, high-throughput imaging, BODIPY stain; inhibition, % at 6.5 µM; AML12 mouse hepatocytes, oleate lipid droplets; hit rate 0.4% among 240,000;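 active = lipid droplet intensity inhibited by at least 50%, with more than 500 cells counted; inconclusive = wells with under 300 cells, treated as cytotoxic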
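System: AML12 hepatocytes (mouse). Probe or stimulus: oleic acid at 100 µM to induce lipid droplet formation. Times: overnight treatment with compound plus oleate. Detection: Image-based BODIPY and DAPI two-channel analysis. Evaluation: percent inhibition of filter-corrected integrated lipid droplet intensity per well.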
b-catenin transl: modulators of beta-catenin nuclear translocation, primary screen, imaging, HeLa cells, immunofluorescence, high-content | nuclear translocation activity, % at 5 µM | hit rate 0.3% among 190,000;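 active = nuclear translocation activity above 50% at 5 µM, with a well cell count of 50 or more; inconclusive = wells under 50 cells across six images, flagged as toxic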;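 note: per-cell ratio of nuclear to cytoplasmic median beta-catenin stain intensity; plate controls were DMSO negative control for no effect and GSK-3 inhibitor IX positive control for full effect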
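Test system: human HeLa cells, endogenous beta-catenin. Times: 24 h compound exposure, 37°C. Measured by: beta-catenin immunofluorescence imaging with DAPI.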
WT yeast gro inh: growth inhibition of WT strain, primary screen, mitochondrial fusion inhibitor project, WT and mutant strains, chemical genetic; mitochondrial fusion phenotypic screen; inhibition, % at 10 µM; hit rate 2.1% among 190,000; in the data active = inhibition above about 58%; tested in S. cerevisiae
T cell HTS: modulators of CD8 T cell-vesicle binding, primary screen, mouse 2C CD8+ T cells, flow cytometry; 2C CD8+ T cell-vesicle binding; active compounds read low; calls only at 7 µM; hit rate 0.068% among 330,000; AID 2052, 2009;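 active = response, share of CD8 T cells binding vesicles, and their 90th percentile fluorescence all below set limits, cut at about 80% in these data, passing the limit was not always enough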
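System: murine 2C transgenic CD8+ T lymphocytes; also added: QL9-loaded Drosophila micro-vesicles; times: binding 1.5 h at 37 °C; measured by: flow cytometry, PE anti-B7-1 (FL2) versus Alexa647 anti-CD8 (FL8), PFA-fixed; control set: Peptide-free naked vesicles (low) and QL9 vesicles with 0.7% DMSO vehicle (high)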
Myeloid diff 2: induction of myeloid progenitor differentiation, primary screen, cell-based, flow cytometry, MLPCN library. calls only at 10 µM. hit rate 1% among 360,000. ER-HoxA9 myeloid progenitors, lysozyme-GFP differentiation. AID 624256, 2012;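 active = normalized GFP-positive differentiation at or above the plate's own cutoff, the solvent-only control mean plus 3 SD; inconclusive = no clear call, values can overlap the other calls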;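 note: cells exposed to compound for four days before flow analysis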
Ins promoter up: insulin promoter activators in MIN6 cells, imaging, high-content screening, mouse beta cells. hit rate 0.3% among 190,000. z-score at 5 µM. MIN6 insulin promoter-GFP reporter; active compounds read high;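 active = z-score above 3 at 5 µM with at least 500 cells counted in the well; inconclusive = wells under 500 cells, flagged as cytotoxic or low count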
MT stabilize HCS: microtubule stabilizers in HeLa cells, primary screen, imaging, high-content imaging; hit rate 0.83% among 200,000; % tubulin-high responders, % at 10 µM; HeLa tubulin immunostaining HCS, 24 h; share of cells brighter than vehicle mean+2SD;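 active = plate Z-score above 3 for both tubulin-high and condensed-nucleus cell shares, with cell loss under 80%, at 10 µM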;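 note: anti alpha tubulin signal scored within the nucleus-defined area of each cell; some results filed as inactive read as strong as hits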
WT yeast gro inh mutant strain: recorded beside WT yeast gro inh, whose call it bears; inhibition, %; mitochondrial fusion phenotypic screen, mutant strain inhibition
Ins promoter up cell count: also measured in Ins promoter up; calls as there; cell count; measured here: cytotoxicity, nuclei count;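 total cells summed across four imaged fields per well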
Lipid droplet cells 6.5 µM: second read-out of Lipid droplet, no call of its own (marks repeat the call); cell count; measured here: cell count, cytotoxicity flag;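 cells counted across two imaged fields per well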
b-catenin transl cell count 5 µM: also measured in b-catenin transl; calls as there; cell count; measured here: cell count, cytotoxicity flag
T cell HTS vesicle-bound %: recorded beside T cell HTS, whose call it bears; double positive events, %; measured here: CD8+ vesicle-bound cell fraction;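 binding gate set so that unloaded-vesicle control wells show 10% double positive cells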
MT stabilize HCS Hoechst-high %: second read-out of MT stabilize HCS, no call of its own (marks repeat the call); % Hoechst-high responders; measured here: nuclear condensation Hoechst responders;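 share of cells brighter than vehicle mean plus two SD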
MT stabilize HCS cytotoxicity %: recorded beside MT stabilize HCS, whose call it bears; toxicity, %; measured here: cytotoxicity by cell density;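 0% = mean cell density of plate MIN control wells and 100% = no cells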
Autophagy HCS cell loss 18 h: further read-out of Autophagy HCS, marked with its call; toxicity, %; measured here: cell loss, nuclei count;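 cell loss after 18 h compound exposure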
Myeloid diff 2 GFP+ MAC1+ %: recorded beside Myeloid diff 2, whose call it bears; GFP+ MAC1+ double positive, %; measured here: differentiation confirmed by MAC1 staining
* hit, by the source's call; i = inactive; ? = inconclusive; / = no result given; + = active, no number.

item	smiles	Autophagy HCS	Autophagy HCS cell loss 18 h	West Nile antiviral	Lipid droplet	Lipid droplet cells 6.5 µM	b-catenin transl	b-catenin transl cell count 5 µM	WT yeast gro inh	WT yeast gro inh mutant strain	T cell HTS	T cell HTS vesicle-bound %	Myeloid diff 2	Myeloid diff 2 GFP+ MAC1+ %	Ins promoter up	Ins promoter up cell count	MT stabilize HCS	MT stabilize HCS Hoechst-high %	MT stabilize HCS cytotoxicity %
1	Cc1ccc2nc(NC(=O)CC3Oc4ccccc4NC3=O)sc2c1 (stereo not drawn)	/	/	0.1%	-11	711	1.3	1261	/	/	i	36	i	0.7	-0.24	1054	/	/	/
2	Cn1c(N)c(C(=O)COC(=O)c2ncc(Cl)c(Cl)c2Cl)c(=O)n(C)c1=O	i	9	0.1%	1	677	-3.2	1071	-10	-1	i	48	i	0.1	-0.53	1584	3.2	3.0	8.7
3	CCCCNS(=O)(=O)c1ccc(OC)c2ncccc12	i	-7	0.3%	-7	662	-1.1	1017	2	1	i	32	i	1.2	0.33	1812	4.4	3.2	6.4
4	O=C(c1ccc(-c2ccccc2)cc1)C1CCCN(C(=O)c2ccncc2)C1 (stereo not drawn)	+	25*	-1.4%	-2	688	0.4	1605	28	-11	i	39	i	0.3	-0.16	1584	1.2	4.0	5.8
5	O=C(CN1CCC(C(=O)c2ccc(F)cc2)CC1)NCc1ccccc1F	/	/	-0.4%	-14	784	/	/	/	/	i	38	i	1.1	/	/	/	/	/
6	CCSc1nnc(C)c(=O)n1COC(=O)c1ccc(S(=O)(=O)N2CCCC2)cc1	i	2	1.1%	0	655	-1.6	1068	-12	-5	i	29	i	0.7	0.81	1346	1.6	3.8	9.7
7	CC1CCN(c2nc3c(N)ncnc3n2[C@@H]2O[C@H](CO)[C@@H](O)[C@H]2O)CC1	/	/	-0.4%	9	687	/	/	/	/	i	17	i	0.3	/	/	/	/	/
8	COc1cccc(-c2ccc(SCC(=O)NC3CCCC3)nn2)c1	/	/	-0.3%	-2	773	/	/	/	/	i	38	i	1.2	/	/	/	/	/
9	CCOC(=O)c1c(NC(=O)C(C)NCc2ccco2)sc2c1CCC(C)C2 (stereo not drawn)	i	1	0.1%	-10	695	-2.1	1054	15	3	i	18	i	0.9	-0.52	1035	2.4	1.9	12
10	COc1cc(/C=C/C(=O)OCC(=O)NC(=O)NC(C)C)cc(S(=O)(=O)N2CCc3ccccc32)c1OC	i	-8	0.4%	10	682	-5.0	1104	0	12	i	50	i	0.3	-0.98	1258	6.0	2.5	8.0
11	C=C(C)C1CC=C(C)/C(=N/NC(=O)c2ccc(NC(=O)CC)cc2)C1 (stereo not drawn)	i	37	0.4%	-1	781	0.6	1025	11	17	i	60	i	0.4	0.81	913	2.7	1.0	4.3
12	C=CCNC(=S)Nc1sc2c(c1C(N)=O)CCCC2	/	/	0.0%	0	708	0.3	1358	/	/	+	0.5*	i	0.5	-0.12	1017	/	/	/
13	O=C(NCc1cn(-c2ccccc2)nc1-c1ccccc1)c1cc([N+](=O)[O-])cc([N+](=O)[O-])c1	i	2	0.4%	/	/	/	/	0	-7	i	34	i	0.5	/	/	3.4	1.8	4.8
14	CCCCOc1ccc(NC(=O)C2CC=CCC2C(=O)O)cc1 (stereo not drawn)	i	4	-0.8%	2	771	-3.2	1184	-3	-7	i	34	i	5.2	/	/	3.4	2.7	17
15	Cc1csc(SC(C)C(=O)Nc2ccc(S(=O)(=O)N3CCCC3)cc2)n1 (stereo not drawn)	i	9	-0.7%	12	740	0.9	1039	8	5	i	38	i	0.4	-0.59	1353	2.3	1.4	9.9
16	Cc1ccc(-c2cnc3ccccc3n2)cc1C	/	/	0.8%	-7	784	/	/	/	/	i	39	i	0.8	/	/	/	/	/
17	Cn1c(SCCCC(=O)c2ccccc2)nnc1-c1ccncc1	i	-9	-0.3%	/	/	-3.0	950	-3	1	i	28	i	1.2	0.06	1148	4.9	3.0	8.8
18	Cn1c(O)c(/C=C2\C=NN=C2c2ccccc2)sc1=S	/	/	-0.7%	4	710	-2.8	1110	/	/	i	48	i	0.4	0.09	1350	/	/	/
19	CN(NS(=O)(=O)c1ccc(Cl)cc1)c1ncc(C(F)(F)F)cc1Cl	i	-3	-0.3%	-3	709	-0.9	1151	11	26	i	47	i	0.2	?	/	4.1	2.5	8.8
20	O=C(O)CSc1ccccc1C(=O)O	i	4	0.1%	/	/	/	/	-3	-3	i	18	i	0.2	0.66	939	1.8	1.4	1.0
21	Cc1cccc(NC(=O)C[n+]2cccc(C)c2)c1	/	/	-0.1%	-19	719	/	/	/	/	i	25	i	0.4	/	/	/	/	/
22	CCOC(=O)Cc1csc(N/N=C/c2ccc(Cl)cc2)n1	/	/	0.4%	1	675	-0.6	1095	/	/	i	26	i	1.2	-0.33	1368	/	/	/
23	COc1ccc(CNC(=O)NC2CCCCC2)cc1	i	0	-0.1%	/	/	-3.8	1008	-7	-16	i	41	i	3.2	-0.35	1499	2.8	1.5	5.3
24	CCOc1ccc(CCNC(=O)COC(=O)/C=C/c2ccc(C)o2)cc1OCC	/	/	0.7%	59*	801*	/	/	/	/	i	16	i	4.4	/	/	/	/	/
25	COc1cc(CNc2ccc3[nH]c(=O)[nH]c3c2)cc(Br)c1OCc1ccc(F)cc1	/	/	0.1%	27	852	/	/	/	/	i	28	+	1.1*	/	/	/	/	/
26	CC(C)Cc1cc(C(=O)O)n[nH]1	i	5	0.6%	-22	693	0.7	1193	-8	20	i	38	i	1.1	-0.33	1264	4.4	2.1	0.3
27	CCOC(=O)CSc1nc(C)c(C(=O)OCC)s1	i	24	0.6%	-29	714	-1.0	1111	-8	-1	i	60	i	0.6	-0.13	1325	2.8	2.4	2.4
28	O=C(NC(=S)Nc1ccc(S(=O)(=O)N2CCCCCC2)cc1)c1cccs1	i	11	-1.1%	11	501	-0.3	975	-1	4	i	37	i	0.3	-0.77	2307	4.0	3.1	4.6
29	COc1cccc(CN(C(=O)c2ccc([N+](=O)[O-])cc2)C2CCS(=O)(=O)C2)c1 (stereo not drawn)	/	/	-1.0%	-7	701	/	/	/	/	i	30	i	2.2	/	/	/	/	/
30	COC(=O)C(Cc1ccccc1)NC(=O)CCCC(=O)NCc1cccc(OC)c1 (stereo not drawn)	/	/	-0.9%	2	793	/	/	/	/	i	54	i	0.8	/	/	/	/	/
31	Clc1cccc(Cl)c1Cn1cc(Br)cn1	i	-14	-0.5%	-2	764	/	/	0	4	i	35	i	0.8	0.31	948	0.9	1.3	16
32	CCOc1ccc(NC(=S)N2CCN(S(=O)(=O)c3ccccc3)CC2)cc1	/	/	-0.9%	8	649	/	/	/	/	i	32	i	0.8	/	/	/	/	/
33	O=[N+]([O-])c1ccc(Cl)c(/C=N/n2c(COc3ccccc3)n[nH]c2=S)c1	i	20	0.1%	-8	705	-1.9	550	30	12	i	48	i	0.8	-0.45	1369	4.4	3.2	0.5
34	COc1ccc(C(=O)NCCCNC(=O)c2cccnc2)cc1OC	/	/	-0.3%	-14	803	/	/	/	/	i	34	i	0.2	/	/	/	/	/
35	O=C(CCS(=O)(=O)c1ccccc1)NCc1ccccc1	/	/	-0.8%	-2	758	/	/	/	/	i	38	i	0.5	/	/	/	/	/

Grouped by structure, the entries above with a Cl atom
item	smiles	Autophagy HCS	Autophagy HCS cell loss 18 h	West Nile antiviral	Lipid droplet	Lipid droplet cells 6.5 µM	b-catenin transl	b-catenin transl cell count 5 µM	WT yeast gro inh	WT yeast gro inh mutant strain	T cell HTS	T cell HTS vesicle-bound %	Myeloid diff 2	Myeloid diff 2 GFP+ MAC1+ %	Ins promoter up	Ins promoter up cell count	MT stabilize HCS	MT stabilize HCS Hoechst-high %	MT stabilize HCS cytotoxicity %
2	Cn1c(N)c(C(=O)COC(=O)c2ncc(Cl)c(Cl)c2Cl)c(=O)n(C)c1=O	i	9	0.1%	1	677	-3.2	1071	-10	-1	i	48	i	0.1	-0.53	1584	3.2	3.0	8.7
19	CN(NS(=O)(=O)c1ccc(Cl)cc1)c1ncc(C(F)(F)F)cc1Cl	i	-3	-0.3%	-3	709	-0.9	1151	11	26	i	47	i	0.2	?	/	4.1	2.5	8.8
22	CCOC(=O)Cc1csc(N/N=C/c2ccc(Cl)cc2)n1	/	/	0.4%	1	675	-0.6	1095	/	/	i	26	i	1.2	-0.33	1368	/	/	/
31	Clc1cccc(Cl)c1Cn1cc(Br)cn1	i	-14	-0.5%	-2	764	/	/	0	4	i	35	i	0.8	0.31	948	0.9	1.3	16
33	O=[N+]([O-])c1ccc(Cl)c(/C=N/n2c(COc3ccccc3)n[nH]c2=S)c1	i	20	0.1%	-8	705	-1.9	550	30	12	i	48	i	0.8	-0.45	1369	4.4	3.2	0.5
